Source: PubChem BioAssay (ICCB-Longwood Screening Facility, Harvard Medical School)
PV pol inh: poliovirus RdRp elongation inhibitors, primary screen, biochemical, fluorescence polarization, total intensity | Genome polyprotein (Poliovirus type 1 (strain Mahoney)), P03300 | poliovirus polymerase elongation; active compounds read low | % elongation, % (compound at 16.7 µg/mL) | actives 0.66% (n = 150,000); in the data active = % elongation below about 90%; also: some results filed as inactive read as strong as hits
Target sequence (P03300 1749-2209 limits assumed): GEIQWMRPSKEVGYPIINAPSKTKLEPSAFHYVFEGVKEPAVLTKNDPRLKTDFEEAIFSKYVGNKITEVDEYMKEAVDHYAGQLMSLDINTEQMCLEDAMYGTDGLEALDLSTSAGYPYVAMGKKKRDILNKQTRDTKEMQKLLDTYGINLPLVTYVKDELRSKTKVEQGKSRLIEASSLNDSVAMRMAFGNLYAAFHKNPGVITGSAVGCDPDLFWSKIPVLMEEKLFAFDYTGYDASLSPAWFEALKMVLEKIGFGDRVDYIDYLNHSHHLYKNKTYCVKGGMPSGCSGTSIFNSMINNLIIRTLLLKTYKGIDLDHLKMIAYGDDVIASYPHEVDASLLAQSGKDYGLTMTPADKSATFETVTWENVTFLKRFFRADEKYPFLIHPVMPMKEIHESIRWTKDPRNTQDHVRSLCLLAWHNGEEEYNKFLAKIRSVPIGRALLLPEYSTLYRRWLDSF
PV pol inh FP z-score: further read-out of PV pol inh, marked with its call; z-score; measured here: FP z-score; hits read low
* marks the source's active call; other numbers are inactive results; & = joins results of further samples.

Fields: PV pol inh, PV pol inh FP z-score
- O=C(O)CC1(CC(=O)Nc2ccc(Cl)cc2)CCCC1
 : 102, 0.2
- CCOC(=O)c1oc2ccc(Br)cc2c1CSc1nc2ccccc2c(=O)[nH]1
 : 101, -0.3
- CCc1c(O)nc(N)[nH]c1=O
 : 101, -0.1
- CCCCN(C)C(=O)Cn1c(=O)oc2ccccc21
 : 100, -0.4
- CCOC(=O)c1sc(-n2[nH]c(C)cc2=O)nc1C
 : 99, -0.1
- COc1cccc(N2CCN(c3nc4ccc(C(=O)c5ccccc5)cc4n4c(C)nnc34)CC2)c1
 : 108, 0.5
- COc1cc2c(cc1OC)C(C#N)N(C(=O)c1ccccc1)C=C2 (configuration not stated)
 : 104, 0
- Cc1ccc2o/c(=N\O)c(C(N)=O)cc2c1
 : 100, -0.2
- O=C(OCc1cc(=O)oc2cc(O)ccc12)c1ccc(C(F)(F)F)cc1
 : 101, -0.1
- Cc1c(Cl)cccc1-n1nc(C)c2c(C)cc(=O)n(CC(=O)N3CCCc4ccccc43)c21
 : 103, -0.2
- O=S(=O)(/C=C/c1ccccc1)c1ccc(F)cc1F
 : 100, -0.2
- Cc1cccc(Nc2ncc(NC(=O)c3cccc(F)c3)c(Nc3cccc(C)c3)n2)c1
 : 102, -0.7
- O=C(CNc1ccccc1-c1ccccc1)NCc1ccccc1
 : 98, -1.4
- O=C(Nc1ccccc1)c1scc2c1CCCC2
 : 106, 0.3
- CCC1CCCCN1C(=O)COC(=O)c1ccc(C#N)cc1 (configuration not stated)
 : 102, 0.1

Structural class, the entries above containing a cyano group
Fields: PV pol inh, PV pol inh FP z-score
- COc1cc2c(cc1OC)C(C#N)N(C(=O)c1ccccc1)C=C2 (configuration not stated)
 : 104, 0
- CCC1CCCCN1C(=O)COC(=O)c1ccc(C#N)cc1 (configuration not stated)
 : 102, 0.1

Back to the main list, starting two compounds before the break.
Fields: PV pol inh, PV pol inh FP z-score
- O=C(Nc1ccccc1)c1scc2c1CCCC2
 : 106, 0.3
- CCC1CCCCN1C(=O)COC(=O)c1ccc(C#N)cc1 (configuration not stated)
 : 102, 0.1
- CN(C)CCC=C1c2ccccc2CCc2ccccc21
 : 101&100, 0.3&0
- Cc1ccc2[nH]c3c(c2c1)CCCC3Nc1ccc(Cl)cc1 (configuration not stated)
 : 103, 0.6
- CCOC(=O)CCCn1c(C)nc(=O)c(-c2ccccc2)c1C
 : 104, 0.2
- O=C(NCc1ccccc1)c1cccnc1NCc1ccccc1
 : 97, -0.4
- COc1cccc2c1c(NC(=O)C1CCN(C(=O)OCc3ccccc3)CC1)nn2C
 : 99, -0.7
- CCN(CC)Cc1nc2sc(C)c(C)c2c(=S)[nH]1
 : 101, 0
- Cc1cc(C)cc(Nc2nc3cc(Cl)c(Cl)cc3nc2-n2nc(C)cc2C)c1
 : 104, -0.5
- COc1ccc(Br)cc1CNC(=O)C1CCCN(S(C)(=O)=O)C1 (configuration not stated)
 : 104, 1.6
- CCCCC(=O)Nc1ccc(C(=O)OCc2cc(=O)n3nc(C4CC4)sc3n2)cc1
 : 103, -0.8
- CCOC(=O)c1c(C)oc2nc(C)nc(NCCCN3CCN(c4cc(C)ccc4C)CC3)c12
 : 113, 0.7
- COc1c(O[C@@H]2O[C@H](CO)[C@@H](O)[C@H](O)[C@H]2O)cc2c(c1OC)-c1ccc(SC)c(=O)cc1C(NC(C)=O)CC2 (some centres not stated)
 : 102, 0.3
- CCOC(=O)c1nc(Nc2cccc(C)c2)c2ccccc2n1
 : 109, 0.7
- CC1CCCC(C)N1CCCNC(=O)NCc1noc2ccccc12 (configuration not stated)
 : 103, 0.2
- O=C1c2ccccc2-c2nnc(-c3cccs3)cc21
 : 96, -0.4
- COc1ccccc1-n1c(=O)c2c3c(sc2n(C)c1=O)CN(C(C)=O)CC3
 : 94, -1.3
- Cc1ccc(OC(C)C(=O)N2CC(=O)Nc3ccccc32)c(C)c1 (configuration not stated)
 : 105, 1.4
- COC(=O)c1sc2cccc(F)c2c1S(=O)(=O)Nc1cc(C)c(Cl)cc1OC
 : 110, 1.1
- COC1=C/C(=C/c2c(N)n3c(SC(C)C)nsc3nc2=O)C=CC1=O
 : 141, 11
- CCc1nnsc1C(=O)Nc1c(C(=O)Nc2ccccc2)oc2ccccc12
 : 104, 0.2
- O=C(CNC(=O)c1ccc(Br)o1)Nc1ccc(Br)c(C(F)(F)F)c1
 : 101, -0.1
- Cc1cc(OCC(=O)Nc2c(C(=O)c3ccccc3)oc3ccccc23)cc(C)c1Cl
 : 109, 0.7
- O=S(=O)(NCc1ccc(Cl)cc1)c1ccc(N2CCCCS2(=O)=O)cc1
 : 109, 0.5
- COc1ccccc1CNC(=O)CCC1N=C2c3ccccc3N=C(SCc3ccc(C)cc3)N2C1=O (configuration not stated)
 : 106, -0.2
- Cc1ccc(OCC(O)CNc2ccc(Br)c(C(F)(F)F)c2)cc1C (configuration not stated)
 : 105, 0.6
- COc1cccc(NC(=O)C2c3ccccc3C(=O)N3CCc4ccccc4C23)c1 (configuration not stated)
 : 100, -0.6
- CCOC(=O)N1CCC(n2c(SCc3ccc(F)cc3Cl)nc3ccsc3c2=O)CC1
 : 103, 0.5
- CCn1c(C)cc(/C=C2\C(=O)NC(=O)N(c3ccc(OC)cc3)C2=O)c1C
 : 103, 1.1
- CCNc1nc(NCC)n2c(=S)[nH]nc2n1
 : 101, 0.3
- Cc1ccc(-n2nnnc2-c2cnn(-c3ccccc3)c2C)cc1
 : 102, -0.2
- COc1cc(NC(=O)C(CC(C)C)NS(=O)(=O)c2ccc3c(c2)oc(=O)n3C)c(C(=O)O)cc1OC (configuration not stated)
 : 102, -1.5

Record cards (already shown).
Cc1ccc(OC(C)C(=O)N2CC(=O)Nc3ccccc32)c(C)c1 (configuration not stated) is listed as PV pol inh: 105; PV pol inh FP z-score: 1.4
COC(=O)c1sc2cccc(F)c2c1S(=O)(=O)Nc1cc(C)c(Cl)cc1OC is listed as PV pol inh: 110; PV pol inh FP z-score: 1.1

(next part)
Fields: PV pol inh, PV pol inh FP z-score
- N#CC(C#N)=Cc1ccc(Oc2ccccc2)nc1
 : 97, -2.1
- CCCOc1ccccc1O
 : 103, 0.2
- Cc1[nH]nc(N)c1C1(O)C(=O)Nc2c(Cl)cc(Cl)cc21 (configuration not stated)
 : 102, 0
- CCOC(=O)c1cc(-c2ccccc2)n(CC(=O)N2CCN(C3CCCCC3)CC2)c1C
 : 101, 0.2
- Cc1cc(C)cc(NC(=O)C(CC(C)C)NC(=O)C2CCCCC2)c1 (configuration not stated)
 : 109, 1.2
- CCNC(=O)c1ccccc1-c1nc(-c2ccc(OC)c(OC)c2)no1
 : 106, 1.4
- CN(C)S(=O)(=O)c1ccc(SCC(=O)Nc2ccc3c(c2)CCC3)nc1
 : 98, -0.2
- COc1ccccc1NC(=O)CSc1nc2ccccc2o1
 : 100, -0.4
- CCOc1c(Br)cc(C2CC(=O)Nc3cc4c(cc32)OCO4)cc1OC (configuration not stated)
 : 98, -1.8
- O=C(Nc1cccc2ccccc12)c1cc2ccccc2oc1=O
 : 102, 0.1
- Cc1cccc(OCC(=O)Nc2ccc(Cl)c(-c3nc4ncccc4o3)c2)c1C
 : 101, -0.3
- CCSc1nnc2c(n1)OC(c1ccc(C)cc1)N(C(C)=O)c1ccccc1-2 (configuration not stated)
 : 109, 1.3
- Cc1nc2nc(C)c(NS(=O)(=O)c3ccc(CC(C)C)cc3)c(=O)n2[nH]1
 : 106, 0.4
- CCCc1cc(C(=O)Nc2c(C)nn(Cc3ccc(C)cc3)c2C)no1
 : 109, 0.9
- O=c1/c(=C\c2ccccc2)sc2nc3ccccc3n12
 : 97, -1.3
- CC(CC(=O)Nc1ccccc1)CC1=NS(=O)(=O)c2ccccc2N1 (configuration not stated)
 : 101, -0.1
- N/C(=N\OC(=O)c1ccccc1)c1cccnc1
 : 102, 0.2
- c1ccc(N=C2OCC(COc3ccccc3)S2)cc1 (configuration not stated)
 : 100, -0.2
- COc1cccc(CNC(=O)c2cc3c(s2)-c2ccccc2OC3)c1
 : 105, 0
- CS(=O)(=O)c1ccc([C@@H](O)[C@@H](CF)NC(=O)C(Cl)Cl)cc1
 : 103, 0.4
- O=C(CSc1nncc(=O)[nH]1)Nc1cccc(Cl)c1
 : 101, -0.1
- CCn1cc(Cc2cn(CC)nc2C)c(C)n1
 : 102, 0
- COc1ccc(CCNC(=O)C2CCCN2C(=O)NC2CCCCC2)cc1OC (configuration not stated)
 : 105, 1
- O=C(CSC1=NC2(CCCC2)Nc2ccccc21)Nc1ccc2c(c1)OCCO2
 : 101, -0.3
- COc1cccc(-c2noc(COc3cccc(C)c3C)n2)c1
 : 120, 0.3
- O=C(O)CCN=C1CCCc2ccccc2N1
 : 101, -0.1
- CC(C)(C)NC(=O)c1nc(-c2ccccc2)n(-c2ccccc2)n1
 : 106, 0.3
- CC(NC(CC(=O)c1ccc(F)cc1)C(=O)O)c1ccccc1 (configuration not stated)
 : 105, 0.1
- CCC(=O)N1CCc2cc(CNS(=O)(=O)c3cccs3)ccc21
 : 104, -0.8
- Cc1ccc(S(=O)(=O)c2nc(S(=O)(=O)c3ccc(C)cc3)c(NC(C)C)s2)cc1
 : 113, 1.5

As entered above:
`CC(CC(=O)Nc1ccccc1)CC1=NS(=O)(=O)c2ccccc2N1` (configuration not stated) in PV pol inh → 101
`Cc1ccc(S(=O)(=O)c2nc(S(=O)(=O)c3ccc(C)cc3)c(NC(C)C)s2)cc1` in PV pol inh → 113

Later entries
Fields: PV pol inh, PV pol inh FP z-score
- CCN(CC(=O)Nc1ccccc1OC)Cc1cc(=O)n2cc(Cl)ccc2n1
 : 105, 0.4
- CCOc1ccc2nc(N(Cc3cccnc3)C(=O)C3CCCCC3)sc2c1
 : 110, 0.6
- CC1=C(C(=O)N2CCCCC2)C(c2cccs2)C2=C(CCCC2=O)N1 (configuration not stated)
 : 101, -0.6
- O=C(COC(=O)C1COc2ccccc2O1)Nc1ccccc1 (configuration not stated)
 : 105, 0.3
- O=C(Cn1c(=O)c2cccn2c2ccccc21)Nc1cc(F)ccc1F
 : 111, 0.8
- S=c1oc(-c2ccccc2)nn1CNc1ccccc1
 : 105, 1.1
- Cc1ccc(/C=C/C(=O)O)o1
 : 101, 0
- Cc1nn(C)c2c1S(=O)(=O)N=C(N1CCOCC1)S2
 : 81*, -3.4*
- COCc1cc(C)nc(OCC(=O)O)c1C#N
 : 101, -0.1
- CCC1CCCCN1C(=O)CSc1ncnc2ccccc12 (configuration not stated)
 : 99, -1.3
- CC(C)NC(=S)N/N=C/C1CC=CCC1 (configuration not stated)
 : 102, -0.2
- C=CCN1C(=O)C(CC(=O)Nc2ccc(Cl)cc2)NC1=S (configuration not stated)
 : 102, 0.8
- CCOc1ccc(C2SCC(=O)Nc3c2c(=O)[nH]n3C(C)C)cc1 (configuration not stated)
 : 100, -0.1
- CCNC(=S)N/N=C/c1ccc(C)s1
 : 100, -0.2
- O=C1c2ccccc2C(=O)N1CCc1nnn(Cc2ccc(Cl)cc2)n1
 : 103, 0.1
- COc1cc2c3c(ccc2c(OC)c1OC)-c1[nH]ncc1CC3
 : 106, 0.2
- CCOc1ccc(CNC(=O)Cn2ccc3cc(S(=O)(=O)N4CCCCC4)ccc32)cc1
 : 110, 0.4
- Cc1ccc2c(c1)-c1nc(-c3ccccc3)cc(-c3ccccc3)c1CO2
 : 108, 0.8
- Cc1nnc(SCc2ccccc2)c2cc3sccc3n12
 : 102, -0.9
- CCCCN1C(=S)SC(C)(C)C1NO (configuration not stated)
 : 101, 0.2
- CCc1ccc(-c2cn3c(n2)SCC3)cc1
 : 102, 0.4
- CCN(CC)CCN1Cc2c(sc(C)c2C)N(C(=O)c2ccccc2)C1
 : 104, 0.5
- CC1CCC(C(=O)NC(C(=O)OCC(=O)c2ccccc2)C(C)C)CC1 (configuration not stated)
 : 113, 0.3
- CCOc1ccc(NC(=O)C(=O)NCC(c2cccnc2)N2CCc3ccccc32)cc1 (configuration not stated)
 : 113, 1.2
- CC(C[N+](C)(C)C)OC(=O)C1(c2ccccc2)CCCC1 (configuration not stated)
 : 103, 0.3
- CC(NC(=O)C1=NN(C2CCS(=O)(=O)C2)C(=O)CC1)c1ccc(S(N)(=O)=O)cc1 (configuration not stated)
 : 109, 0.6
- COc1cccc(NC(=O)c2oc3ccccc3c2NC(=O)c2ccc(OC(C)C)cc2)c1
 : 105, 0.2
- CC1=C(C(=O)Nc2ccc(C)cc2C)C(c2ccc(C(=O)O)cc2)n2nc(SCc3ccccc3)nc2N1 (configuration not stated)
 : 106, 0
- CCN1C(=O)c2ccc(-c3nc4cc(Cl)ccc4o3)cc2C1=O
 : 100, -0.4
- COc1cc(C(=O)Nc2ccc3oc(-c4ccc(C)c(Br)c4)nc3c2)cc(OC)c1OC
 : 106, 0.4
- COc1cccc(C2CC(=O)Nc3nc(N)[nH]c(=O)c32)c1 (configuration not stated)
 : 100, -0.6
- COc1ccc(CCN(C)C(=O)CSc2nnc3n2CCCCC3)cc1OC
 : 106, 0.4
- Cc1ccc(C)c(S(=O)(=O)c2nnn3c2nc(Nc2ccc(F)c(Cl)c2)c2sccc23)c1
 : 106, 0
- CC(C)(C)CC(=O)NCc1cccs1
 : 102, 0.8
- COc1ccc2c(c1)c(CC(=O)N1CCOCC1)c(C)n2C(=O)c1ccc(Cl)cc1
 : 103&101, 0.7&0.2
- Cc1ccc(C2C=C(c3ccccc3)Nc3nc(NS(=O)(=O)c4ccc(C)cc4)nn32)cc1 (configuration not stated)
 : 101, -0.3
- O=C(C1=CCN(S(=O)(=O)c2ccccc2)CC1)N1CCCCC1
 : 102, 0.1
- Cc1nn(C(=O)COc2ccc(Cl)cc2Cl)c(N)c1-c1ccccc1
 : 103, 0.1
- Cc1ccc(-c2c(C(=O)NCCc3cccc(C)c3)oc(=O)c3ccccc23)cc1
 : 104, 1
- CSc1oc(-c2ccccc2)nc1S(=O)(=O)c1ccccc1
 : 103, 0.2
- COc1ccc(N=Cc2ccc[nH]2)cc1
 : 99, 0
- CC1(C)CC(=O)c2c(C#N)sc(C#N)c2C1
 : 101, -0.2
- COC(=O)c1ccccc1NC(=O)c1nc(-c2ccc(Cl)cc2)n2c1CCCCC2
 : 103, -0.7
- COCC(C)n1c(SCc2nnc(-c3ccccc3)o2)nc2ccccc2c1=O (configuration not stated)
 : 104, 0.3
- CC1(C)COC(c2cccc(C#N)c2)OC1
 : 100, -0.6

The list is partial (hit frequency here may not be typical).
